BAZ2B block: blocks human BAZ2B | Q9UIF8 | AlphaScreen BAZ2B-H3K14Ac peptide displacement | Potency, µM (top dose mostly 114 µM), without a hit: at the highest dose activity change, negative = inhibition, hits mostly inhibitors | 4.4% of 360,000 active; further: on the % scale 0 is the no-effect control and ±100 the full control effect; nearly all actives have a fitted effect of over 60% in size
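AlphaScreen displacement: compounds (up to 110uM) incubated 30 min at room temperature with a preformed 50 nM BAZ2B/50 nM biotinylated H3K14Ac peptide complex in PBS pH 7.4 with Tween-20. Donor and acceptor beads at 10 ug/mL final added, 20 min light-protected before reading.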
POLI inh: DNA polymerase iota (human) inhibition; Q9UNA4; Pol iota fluorescent replication assay, 10 min; Potency, µM (doses to about 115 µM), for inactives: at the top dose activity, negative = inhibition, actives largely listed as inhibitors; 1% of 390,000 active; AID 588590
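Fluorescent replication assay read twice, at 0 min and 10 min after adding 50 nM (final) substrate. Enzyme (10 nM) and compounds were first incubated 15 min at room temperature; enzyme-free buffer wells were negative controls.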
BLM helicase inh: blocks DNA unwinding by human BLM helicase; recombinant BLM DNA unwinding, fluorescence dequenching; P54132; Potency, µM (top dose mostly 56.1 µM), without a hit: top-dose activity change, negative = inhibition, most hits filed as inhibitors; AID 2528; 0.2% of 350,000 active;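 further: plate controls were vehicle for no effect and no enzyme for full effect; nearly all actives have a fitted effect of over 35% in size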
Pin1 inh: blocks the human prolyl isomerase Pin1 | Potency, µM (titrated, usually from 115 µM), without a hit: top-dose activity, negative = inhibition, actives largely listed as inhibitors | Pin1 FP peptide displacement, HiFluor488, 10 min | AID 504891 | 0.009% of 390,000 active | Q13526; active means well fitted inhibition curve with a large enough effect in the polarisation, with a control signal flat, not every such curve was filed as active; inconclusive means small, poorly fitted or top-dose-only effect, or effect the other way, or a change in a side signal; inactive means no such curve, though single readings can be large or run the other way; the % refers to the polarisation; further: on the % scale 0 is the no-effect control and ±100 the full control effect
JMJD2A Tudor: inhibitors of human JMJD2A Tudor domain; Potency, µM (doses to about 114 µM), without a hit: top-dose activity change, negative = inhibition, usual class: inhibitors; AlphaScreen JMJD2A-Tudor / H3K4me3 peptide binding; O75164; 4.4% of 390,000 active; further: on the % scale 0 is the no-effect control and ±100 the full control effect; nearly all actives have a fitted effect of over 50% in size
GLS inhibitor: inhibitors of human glutaminase (GLS). O94925. 0.21% of 410,000 active. GLS enzymatic activity, qHTS titration. Potency, µM (doses to about 45.5 µM), for inactives: at the top dose activity change, negative = inhibition, usual class: inhibitors; further: on the % scale 0 is the no-effect control and ±100 the full control effect
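Glutamate formation by hKGA was monitored fluorometrically using coupled glutamate oxidase, HRP and Amplex Red. Substrate was added as 1 mM L-glutamine solution; incubation was 30 min at RT after an initial read.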
HP1b binding inh: HP1-beta chromodomain-methylated histone interaction inhibition | AlphaScreen HP1-beta / biotin-H3K9me3 peptide binding | AID 540317 | Potency, µM (top dose mostly 114 µM), for inactives: top-dose activity change, negative = inhibition, hits mostly inhibitors | P83916 | 0.56% of 390,000 active; further: nearly all actives have a fitted effect of over 70% in size; inactives centre near 23
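HP1-beta protein (50 nM final) preincubated 30 min at room temperature with biotinylated H3(1-18)K9me3 peptide (50 nM) in PBS pH 7.4, 0.01% Tween-20, then compound added for 30 min. AlphaScreen streptavidin donor/nickel chelate acceptor beads (10 ug/mL final), 30 min dark, luminescence read.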
Tb PGK inh: blocks T. brucei phosphoglycerate kinase. P07378. PGK/GAPDH coupled, Kinase-Glo luminescence, 60 min. Potency, µM (titrated, usually from 57.5 µM), without a hit: at the highest dose activity change, negative = inhibition, actives largely listed as inhibitors. 0.043% of 380,000 active; further: on the % scale 0 is the no-effect control and ±100 the full control effect; nearly all actives have a fitted effect of over 60% in size
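Luminescent ATP detection (Kinase-Glo Plus) follows a 60-minute room-temperature incubation, with wells lacking PGK as controls. Buffer: 100 mM TEA (pH 7.6), 5 mM MgCl2, 0.01% Tween-20. Coupling enzyme GAPDH (100 nM final) supplies unstable 1,3-BPG in-well.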
G9a inh: G9a (human) methyltransferase inhibition; 8.8% of 350,000 active; Q96KQ7; G9a H3K9 monomethylation, AlphaScreen, 2 h; Potency, µM (doses to about 102 µM), without a hit: top-dose activity, negative = inhibition, hits mostly inhibitors; further: on the % scale 0 is the no-effect control and ±100 the full control effect; nearly all actives have a fitted effect of over 75% in size
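G9a (20 nM) preincubated 15 min RT with compounds, then 500 nM biotinylated H3K9 peptide and 20 uM SAM added; 2 h RT reaction. Monomethyl-H3K9 product detected by AlphaScreen with anti-H3K9me1 antibody, streptavidin donor and anti-rabbit IgG acceptor beads.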
Active calls of the source: *; i = inactive; ? = inconclusive; nt = not tested or not shown; & = joins results of further samples; [ ] = remark or other dose. Unless noted, the call rests on the fitted dose curve; in most records, active means well fitted curve in the direction sought with a large enough effect; inconclusive means small, poorly fitted or top-dose-only effect, or another doubt; inactive means no such curve, though single readings can be large; an effect the other way counts as inactive or inconclusive. Potency means the concentration at half of the fitted maximal effect.

SMILES	BAZ2B block	POLI inh	BLM helicase inh	Pin1 inh	JMJD2A Tudor	GLS inhibitor	HP1b binding inh	Tb PGK inh	G9a inh
CCC(=O)c1cccc2c1N=CC1=C(CC(C)(C)CC1=O)N2	-4%	18%	-3%	-1%	-7%	17%	26%	nt	2%[12.7 µM]
CC(Nn1cnnc1)c1cc(Cl)ccc1O (configuration not stated)	-13%	-11%	-4%	-6%	-10%	0%	29%	-10%	-4%
Cc1c(CCC(=O)N2CCC(C(=O)O)(c3ccccc3)CC2)c(=O)oc2cc3oc4c(c3cc12)CCCC4	-2%	-26%	-2%	-2%	-14%	0%	16%	3%	5%
CC(=O)c1ccc(NC(=O)CSCC(=O)Nc2ccc3ccccc3c2)cc1	-4%	18%	-3%	18%	-11%	2%	22%	-11%	5%[59 µM]
Cc1cc2c(=O)n(C)c(SCC(=O)NC3CCCC3)nc2s1	-5%	4%	nt	8%	-17%	6%	6%	-4%	3%[0.501 µM]
CN(CC(=O)Nc1cccc(F)c1)C(=O)COc1cccc2c1OC(C)(C)C2	-16%	12%	-2%	-2%	1%	8%	24%	8%	16%
COc1cc(C(=S)N2CCCCC2)ccc1O	-2%	56µM*	1%	-2%	0%	-3%	16%	-7%	50µM*
Brc1ccc(-c2nnc3sc(CNCc4ccc5c(c4)OCO5)cn23)cc1	-6%	-1%	2%	4%	-8%	9%	33%	-1%	-9%[59 µM]
Cc1ccnc(NC(=O)CCC(=O)N(CC(=O)NCc2ccc(F)cc2)Cc2ccccc2)c1	4%	65%[activator]	2%	-4%	6%	10%	24%	-9%	-11%[59 µM]
COc1ccc(OCc2cc(C(=O)NCC(C)(C)N3CCOCC3)no2)c(Cl)c1	-21%	4%	-7%	3%	-10%	0%	22%	-5%	16%
Cc1nc(S(=O)(=O)Cc2ccccc2Cl)nc2c1CCC2	28%	8%	-3%	7%	9%	-1%	60%[activator]	-5%	6%
O=C(CN1CCN(S(=O)(=O)c2cccc(F)c2)CC1)Nc1ccnn1C1CCCC1	7%	12%	nt	1%	-19%	-1%	66%[activator]	-3%	-10%[2.33 µM]
CCCCN(CC)C(=O)Cn1c(=O)sc2ccccc21	6%	38%[activator]	-2%	4%	-12%	11%	9%	-9%	32%[12.7 µM]
Cc1ccc(C(CC(=O)N2CCOCC2)c2ccco2)cc1 (configuration not stated)	-2%	?	-2%	2%	-19%	9%	48%[activator]	i	?
O=C(NCCc1ccc(Cl)cc1)C1CCC(=O)N1Cc1ccccc1Cl (configuration not stated)	-14%	7%	0%	-4%	-6%	3%	11%	-6%	nt
Cn1c(SCC(=O)Nc2ccc(F)cc2)nnc1-c1cccnc1	6%	25%	0%	-8%	-6%	1%	31%	0%	-17%[59 µM]
O=C(CCCOc1ccc(Cl)cc1)NC1CCCCC1	-4%	36%	4%	-1%	2%	2%	38%	i	-6%[0.501 µM]
Cc1cc(NC(=O)C2CCN(S(=O)(=O)c3cccc4nsnc34)CC2)ccc1Br	nt	15%	-4%	-1%	-9%	-2%	27%	-9%	-9%[59 µM]
COc1ccc(NC(=O)CC2SC(N3CCCC3)=NC2=O)cc1Cl (configuration not stated)	nt	17%	nt	-2%	0%	-2%	24%	9%	nt
Cc1ccc(Sc2nc([N+](=O)[O-])nn2C)cc1	7%	13%	2%	0%	-12%	-2%	27%	-4%	-2%[59 µM]
O=C(NC1CCCCC1)/C(=N\O)c1ccccn1	-31%	-10%	-3%	1%	?	-14%	-1%	1%	50µM*
CN(C(=O)COc1cc(C(F)(F)F)nn1C)c1ccccc1	-26%	40%[activator]	-1%	-12%	-6%	6%	30%	4%	30%
COc1ccc(NC(=O)Cc2nnc(SCC(=O)Nc3ccc(F)cc3)n2C)cc1	-20%	29%	-1%	-1%	-4%	-3%	22%	-8%	14%
O=C(CNC(=O)c1ccccc1)OCc1nc2ccccc2s1	4%	-28%	3%	1%	-4%	-8%	23%	-7%	17%
Cc1cc(-c2ccc(S(=O)(=O)N3CCN(c4ccc(F)cc4)CC3)s2)on1	1%	17%	1%	-8%	-5%	0%	85%[activator]	i	39%

(cont.)
SMILES	BAZ2B block	POLI inh	BLM helicase inh	Pin1 inh	JMJD2A Tudor	GLS inhibitor	HP1b binding inh	Tb PGK inh	G9a inh
Cc1ccc(Nc2c(-c3ccc(Cl)cc3)nc3sccn23)c(C)c1	28µM*	?	-13%	2%	?	9%	?	4%	?
C=CCS(=O)(=O)N1CCCC(N(C)CCc2ccc(OC)c(OC)c2)C1 (configuration not stated)	-18%	43%[activator]	-2%	-1%	2%	7%	28%	-9%	-6%
Cc1sc2ncn(CC(=O)Nc3c(F)cccc3F)c(=O)c2c1S(=O)(=O)N1CCC(C)CC1	-12%	-2%	-2%	0%	-4%	-9%	23%	-8%	1%
CCOC(=O)C1(Cc2ccccc2C(F)(F)F)CCN(C2CCN(C(C)C)CC2)CC1	60%[activator]	44%	-9%	-3%	-25%	-15%	22%	-2%	192%[activator]
O=C1c2c(O)cc(O)cc2O[C@@]12c1c(cc(O)c3c1O[C@H](c1ccc(O)cc1)[C@@H](O)C3)O[C@@H]2c1ccc(O)cc1	?	?	-6%	?	-32%	-4%	16%	-4%	50µM*
Cc1cccc(/C(N)=N/OC(=O)N2CCOCC2)c1	-2%	-4%	-3%	7%	-2%	13%	12%	-20%	6%[59 µM]
Nc1cc(OC(=O)c2ccc(F)cc2)nn1S(=O)(=O)c1ccccc1	10%	105%[activator]	-6%	-1%	-15%	-13%	42%[activator]	4%	24%
CC(OC(=O)CN1C(=O)c2ccccc2C1=O)C(=O)NC1CCCCC1 (configuration not stated)	-17%	-11%	-2%	4%	-1%	2%	47%[activator]	8%	29%
Cc1ccccc1CNC(=O)CN1CCSc2ccccc21	?	18%	4%	-13%	?	3%	-3%[57 µM]	0%	-32%[59 µM]
COC(=O)c1ccc(CSc2nc3c(c(=O)n2-c2ccccc2)SCC3)o1	-12%	-19%	3%	2%	?	-4%	-2%	2%	?
Cc1occc1C(=O)N(C)Cc1nc(-c2ccccc2)no1	-16%	6%	1%	-10%	-8%	3%	20%	i	21%[59 µM]
COc1ccc(C(C)=O)cc1CSc1nnc(Nc2ccc(C)cc2C)s1	-20%	-20%	-7%	?	?	-3%	-9%	-4%	35µM*
COc1ccc(NC(=O)C2CCCN(C(=O)Nc3ccc(F)cc3)C2)cc1 (configuration not stated)	-18%	49%[activator]	-3%	5%	-9%	9%	13%[57 µM]	-7%	20%
O=C(CNS(=O)(=O)c1ccc(F)cc1)Nc1ccc(C(F)(F)F)cc1	-5%	0%[58.9 µM]	-3%	-1%	-5%	3%	30%	-1%	21%[59 µM]
CCC(=O)c1c[nH]c(C(=O)NCCCn2ccnc2)c1	?	-18%	-5%	-5%	-10%	-1%	37%	-7%	24%[59 µM]
C[C@@H]1CCC(=O)N(CC[C@H](N=[N+]=[N-])c2ccccc2)CC1	-6%	19%&-9%	2%	0%	-6%	6%	18%	-2%	1%
COCCNC(=O)CSc1nc2ccccc2c(=O)n1CCCC(=O)NCc1ccccc1	0%	16%	2%	-4%	-10%	1%	44%[activator]	2%	11%
Cc1cccc(NC(=O)c2c(NC(=O)c3ccccc3)sc3c2CCCC3)c1	56µM*	-19%	-9%	?	79µM*	0%	-7%	9%	1.3µM*
CNC(=O)c1sc(NCc2ccccc2OC)nc1C	-29%	77%[activator]	-3%	3%	-17%	-1%	-18%	i	?
Cn1cc(CN2CCC(C(=O)Nc3ccc(Oc4ccccc4F)cc3)CC2)cn1	-9%	33%[activator]	-8%	-1%	-12%	-11%	19%	9%	22%
COc1ccc(C2CC(c3ccc(Br)cc3)=NN2C(=O)CN2CCCC2)cc1 (configuration not stated)	-20%	63%[activator]	2%	4%	-26%	-17%	-4%	-2%	-48%
O=C(CC(C(=O)O)c1cccc(Cl)c1Cl)c1ccccc1 (configuration not stated)	3%	41%[activator]	-1%	-2%	-15%	-13%	13%	-4%	-7%
Cc1ccc(N2CCN(C(=O)NCc3noc4ccc(C)cc34)CC2)c(C)c1	-35%	22%	-4%	26%	-15%	33%[activator]	29%	3%	-23%[59 µM]
CC(=O)OCc1cnc(C)c2oc(=O)c(C(=O)Nc3ccc(F)cc3C)cc12	-13%	?	-6%	-2%	-20%	8%	9%	-1%	8%[59 µM]
O=C(Cn1nc(Cl)nc1Cl)c1ccc2c(c1)OCCO2	-1%	?	0%	-2%	-16%	-1%	45%[activator]	i	?

(continued)
SMILES	BAZ2B block	POLI inh	BLM helicase inh	Pin1 inh	JMJD2A Tudor	GLS inhibitor	HP1b binding inh	Tb PGK inh	G9a inh
O=C(NC1CCCN(Cc2ccc(Cl)cc2)C1)c1cccc(F)c1 (configuration not stated)	4%	-7%	4%	-1%	-17%	-1%	34%	i	?
Cc1cc(F)ccc1NCc1cccnc1	-33%	13%	-2%	-6%	-19%[57.1 µM]	-33%	?	1%	4%[12.7 µM]
O=[N+]([O-])c1ccc(NC(=S)NCCc2ccccc2)cc1	?	30%[activator]	-7%	19%	?	-8%	?	-3%	45µM*
Cc1ccc(/C=C/C(=O)NC(=S)N2CCN(c3ccc(F)cc3)CC2)cc1	3%	-8%	-1%	-1%	-20%	4%	22%	-1%	-1%
O=C(Nc1ccccc1)N1CCN(c2ncccn2)CC1	-5%	19%	-1%	2%	-4%	22%	19%	-5%	23%[59 µM]
Cc1ccc(S(=O)(=O)N(C)CCCC(=O)NC(C)(C)CO)cc1	7%	-15%	-2%	-6%	-11%	4%	1%	-4%	15%
COc1ccc(NC(=O)COC(=O)CCCc2c[nH]c3ccccc23)cc1OC	?	83%[activator]	-7%	-7%	-34%	16%	6%	7%	?

In another format: results already given.
BAZ2B block,POLI inh,BLM helicase inh,Pin1 inh,JMJD2A Tudor,GLS inhibitor,HP1b binding inh,Tb PGK inh,G9a inh,Structure
-33%,13%,-2%,-6%,-19%[57.1 µM],-33%,?,1%,4%[12.7 µM],Cc1cc(F)ccc1NCc1cccnc1
?,30%[activator],-7%,19%,?,-8%,?,-3%,45µM*,O=[N+]([O-])c1ccc(NC(=S)NCCc2ccccc2)cc1
3%,-8%,-1%,-1%,-20%,4%,22%,-1%,-1%,Cc1ccc(/C=C/C(=O)NC(=S)N2CCN(c3ccc(F)cc3)CC2)cc1

Screening results (PubChem)

A portion of the library; rates above refer to the full screens.
